Source: PubChem BioAssay (Broad Institute)
GSK3A inh: human GSK-3 alpha kinase inhibition; ADP-Glo luminescence, 60 min; inhibition, % at 10 µM; 0.1% of 320,000 active;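 in the data active = inhibition above about 50%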;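 also: GST-tagged GSK-3 alpha with peptide substrate and 25 µM ATP; 0% = DMSO neutral wells and 100% = GW8510 positive control wells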
Target sequence (P49840 whole entry, looked up): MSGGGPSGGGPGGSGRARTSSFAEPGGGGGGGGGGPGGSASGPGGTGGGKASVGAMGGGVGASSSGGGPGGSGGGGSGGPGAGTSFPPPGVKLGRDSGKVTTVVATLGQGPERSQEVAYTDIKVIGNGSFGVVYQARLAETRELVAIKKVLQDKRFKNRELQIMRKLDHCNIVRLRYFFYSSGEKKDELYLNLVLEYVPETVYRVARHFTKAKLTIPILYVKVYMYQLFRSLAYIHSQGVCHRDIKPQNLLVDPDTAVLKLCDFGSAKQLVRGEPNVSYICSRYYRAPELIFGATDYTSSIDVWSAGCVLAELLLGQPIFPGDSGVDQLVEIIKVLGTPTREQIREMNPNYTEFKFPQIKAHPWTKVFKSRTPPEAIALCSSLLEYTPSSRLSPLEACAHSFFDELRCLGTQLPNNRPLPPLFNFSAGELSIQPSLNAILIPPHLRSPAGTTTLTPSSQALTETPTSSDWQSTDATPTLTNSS
Numbers without * were called inactive.

SMILES | GSK3A inh
NC(=O)C1CCN(CC(=O)Nc2ccccc2C(=O)NC2CC2)CC1 | -0.6
C=C1/C=C(\C)[C@](C)(O)C[C@H](O)CC(=O)[C@H](O)[C@@H](O)[C@H](C)C[C@H](C)OC(=O)/C(C)=C/CC/C=C/[C@@H]2O[C@H]2C[C@H](C)C1 | -0.4
O=C(c1cccc(S(=O)(=O)N2CCCC2)c1)N1CCN(Cc2ccccc2)CC1 | 13.4
CC(=O)c1ccc(N(CC(=O)NC2CCS(=O)(=O)C2)S(=O)(=O)c2ccc(C)cc2)cc1 (stereo not given) | -1.3
CC1CC(C)CN(C(=O)C2CC(=O)N(c3ccc4c(c3)OCCO4)C2)C1 (stereo not given) | 17.7
O=C(COC(=O)CNC(=O)c1ccc(Cl)c([N+](=O)[O-])c1)NCC1CCCO1 (stereo not given) | -2.8
CNc1nnc(SCC(=O)N2c3ccccc3NC(=O)CC2C)s1 (stereo not given) | -0.6
O=C(COC(=O)c1ccccc1O)Nc1ccc2ccccc2c1 | -3.4
Cc1c(C=NNC(=O)c2ccc(Br)cc2)c2ccccn2c1C(=O)c1ccncc1 | -1.4
Cc1ccc(C(=O)N(C)CCOc2ccccc2)cc1S(=O)(=O)N1CCCCC1 | 10.6
COCCn1c(C)cc(/C=N/NC(=O)c2cc3ccccc3cc2O)c1C | 4.8
C#CCN(Cc1ccccc1)S(=O)(=O)C=C | -4.3
C#CCOCCOCCOCCNc1nc(N2CCN(C(=O)CCCCCCCCCCNC(=O)[C@H]([C@@H](C)CC)n3cc(CCCCN=C(N)N)nn3)CC2)nc(N2CCN(C(=O)CCCCCCCCCCNC(=O)[C@H]([C@@H](C)CC)n3cc(CCCCN=C(N)N)nn3)CC2)n1 | 7.4
CCCCOC(=O)COc1ccc(Cl)cc1Cl | -6.5
CC(Oc1ccccc1F)c1nnc(SCC(=O)Nc2ccc(N3CCOCC3)cc2)o1 (stereo not given) | -6.1
COc1ccc(C(=O)OCc2cc(C)ccc2C)cc1S(=O)(=O)N1CCCC1 | 1.1
CC(=O)Nc1ccc(S(=O)(=O)N2CCn3cccc3C2C)cc1 (stereo not given) | -1.7
Cc1ccccc1CN1CCN(C(C)C(=O)NNC(=O)c2ccc(F)cc2)CC1 (stereo not given) | 2.5
CC(OC(=O)Cn1cc(C(F)(F)F)ccc1=O)C(=O)N(C)c1ccccc1 (stereo not given) | -1.9
Cc1cc(C)n2nc(C(=O)OCC(=O)Nc3cc(Cl)ccc3C)nc2n1 | 1.0
CC1(NC(=O)CSc2nnc(-c3ccco3)n2Cc2ccccc2)CCS(=O)(=O)C1 (stereo not given) | -6.4
CC[C@]1(c2ccccc2OC)ON(c2ccccc2C(F)(F)F)C1=O | -2.4
COC(=O)C1CC(O)CN1S(=O)(=O)c1ccc2ccccc2c1 (stereo not given) | -3.6
O=C(Nc1cccc(S(=O)(=O)N2CCCCC2)c1)c1ccco1 | -3.3
CCOC(=O)N1CCN(c2ccc(S(=O)(=O)N3CCOCC3)cn2)CC1 | -1.4
Further entries.
SMILES | GSK3A inh
O=C(NCc1cc(C(F)(F)F)ccc1Cl)c1cccc2c1C(=O)c1ccc(Cl)cc1S2(=O)=O | -36.2
CCC(C(=O)OCC(=O)N1CCN(c2ccc(OC)cc2)CC1)c1ccccc1 (stereo not given) | -1.3
Cc1cc(C)c2nc(N3C(=O)C(O)=C(C(=O)c4ccco4)C3c3cccc(O)c3)sc2c1 (stereo not given) | 14.6
O=C(CCN1C(=O)CSc2ccccc21)Nc1ccc(C(F)(F)F)cc1 | -0.2
O=C(COC(=O)CNC(=O)C1CCCCC1)NCc1ccc(Cl)cc1 | 3.5
Cc1ccc(C)c(OCC(=O)NNC(=O)CCN2CCN(c3ccccc3)CC2)c1 | 9.3
CN(C(=O)CSc1nc2ccccc2c(=O)n1C)C1CCS(=O)(=O)C1 (stereo not given) | -1.6
CCC1(CC)NC(=O)N(CC(=O)OCC(=O)Nc2ccc(OC(F)(F)F)cc2)C1=O | 9.3
O=C(NCC1CCCO1)c1cc(S(=O)(=O)N2CCCCC2)ccc1Cl (stereo not given) | -9.4
COc1ccc(C(C)=O)cc1CSc1ccc(S(=O)(=O)N2CCCCC2)cn1 | -1.2
CCCOc1c(Br)cc(C(=O)OCC(=O)NC(=O)c2cccn2C)cc1OC | -0.5
CC(OC(=O)/C=C/c1cccs1)C(=O)Nc1ccc(C(N)=O)cc1 (stereo not given) | -0.5
CC(NC(=O)COC(=O)c1cc(=O)c2ccccc2o1)c1ccccc1 (stereo not given) | -1.9
O=C(COc1ccccc1Br)Nc1ccc(S(=O)(=O)N2CCCC2)cc1 | -0.4
CCN1CCN(C(=O)C(Cc2ccccc2)NC(=O)c2ccc(Cl)c(S(=O)(=O)N(C)C)c2)CC1 (stereo not given) | -4.1
O=S(=O)(c1ccc(SCCOc2ccccc2)nc1)N1CCCC1 | -3.6
CC[C@]12c3[nH]c4ccccc4c3CCN1C(=O)C(CC(=O)NCC13CC4CC(CC(C4)C1)C3)C[C@@H]2C(=O)N1CCN(C(=O)C2CC2)CC1 (stereo not given in full) | -0.3
CCN(C(=O)COC(=O)c1nccnc1N)c1cccc2ccccc12 | 0.0
CC(C)C(NC(=O)c1ccccc1F)C(=O)NCC(c1ccco1)N1CCCCC1 (stereo not given) | -0.1
CC(C)NS(=O)(=O)c1ccc(NC(=O)C(C)OC(=O)CCC(=O)c2cccs2)cc1 (stereo not given) | -0.5
Cc1nc(N2CCN(S(=O)(=O)c3ccccc3C#N)CC2)c2c(-c3ccccc3)csc2n1 | 4.5
COc1ccccc1CCNC(=O)c1ccc(NC(=O)CC2SC(N3CCCCC3)=NC2=O)cc1 (stereo not given) | 2.8
COc1ccc(CCC(=O)Nc2ccc(OC)c(S(=O)(=O)N3CCCCC3)c2)cc1 | -2.0
Cc1cc(NC(=O)C(C)SCC(=O)OCc2ccc(Cl)cc2Cl)no1 (stereo not given) | -2.3
CC(=O)Oc1cccc(/C=N\NC(=O)C(=O)N/N=C/c2cccc(OC(C)=O)c2)c1 | -3.9
Following part
SMILES | GSK3A inh
CN(C(=O)CSc1nc2ccc(Cl)cc2[nH]1)C1CCS(=O)(=O)C1 (stereo not given) | 0.1
Cc1ccc(C)c(NC(=O)COC(=O)CCNC(=O)c2ccco2)c1 | -2.8
COc1ccc(COC(=O)C2CCN(S(=O)(=O)c3ccc(OC)c(OC)c3)CC2)cc1 | -0.9
O=C(CSc1nnnn1-c1ccccc1)NCCCN1CCCC1=O | -2.2
CCOC(=O)C1=C(COC(=O)CSc2ccc(C)cc2)NC(=O)NC1C (stereo not given) | -3.4
O=C(Nc1ccc2nc(N3CCOCC3)sc2c1)c1ccc(F)cc1 | -1.9
Cc1ccc([C@@H]2CC=C(C(=O)O)[C@H](c3ccc(Cl)cc3)N2S(=O)(=O)c2ccccc2C)cc1 | -6.7
CCCn1nc(C(=O)N2CCN(S(=O)(=O)c3ccc(C)c(C)c3)CC2)c2ccccc2c1=O | -1.6
COc1ccc(NC(=O)CSCC(=O)Nc2ccccc2C(=O)N2CCCCC2)cc1 | -3.7
O=C(CSc1cccc[n+]1[O-])Nc1ccc(Br)cc1Br | -1.2
COCCn1c(SCC(=O)NC2CC2)nc2ccccc21 | 15.2
COc1ccc(C(=O)NCC(=O)N2CC=C(c3ccccc3)CC2)cc1OC | -1.0
CCN(CC)S(=O)(=O)c1ccc(N2CC(C(=O)N3CCOCC3)CC2=O)cc1 (stereo not given) | -1.6
Cc1ccc(NC(=O)COC(=O)C2=NN(c3ccccc3)C(=O)CC2)c(Br)c1 | -3.0
CCOc1ccc(C=NNc2ccc(S(=O)(=O)Nc3ccccc3C(=O)O)cc2[N+](=O)[O-])cc1 | 0.1
O=C1c2ccccc2/C(=C\C#Cc2ccccn2)N1c1ccccc1 | -1.8
Cn1nnnc1SCC(=O)Nc1ncc(C(F)(F)F)cc1Cl | 0.2
COc1ccc(CCNC(=O)/C=C/c2ccc(S(=O)(=O)N3CCOCC3)cc2)cc1 | 0.5
Cn1c(N)c(C(=O)COC(=O)c2ccccc2C(F)(F)F)c(=O)n(C)c1=O | -2.0
CC[C@]12c3[nH]c4ccccc4c3CCN1C(=O)C(CC(=O)NCC13CC4CC(CC(C4)C1)C3)C[C@@H]2C(=O)N1CCN(C(=O)c2ccco2)CC1 (stereo not given in full) | -2.9
CC(C)N(C(=O)CSc1ccc(S(=O)(=O)N2CCCCC2)cn1)c1ccccc1 | -2.4
Cc1nc(N/C(N)=N/S(=O)(=O)c2ccccc2)nc2ccccc12 | -0.4
O=C(CC1SC(N2CCOCC2)=NC1=O)Nc1ccc(F)cc1 (stereo not given) | -1.9
Cc1ccc([N+](=O)[O-])cc1S(=O)(=O)Nc1cccc(S(=O)(=O)Nc2ccccc2C(=O)O)c1 | -1.9
COc1ccc(C(=O)OCC(=O)c2cc(C)n(CC3CCCO3)c2C)cc1[N+](=O)[O-] (stereo not given) | -2.4
Next results follow:
SMILES | GSK3A inh
O=C(O)/C(=C\c1cccc(F)c1)c1ccc(S(=O)(=O)N2CCCC2)s1 | 4.7
COc1ccc(NC(C)=O)cc1S(=O)(=O)N1CCN(Cc2cccs2)CC1 | -3.2
Cc1cc(C)cc(C(=O)NCC(=O)OCN2C(=O)c3ccccc3C2=O)c1 | 17.9
CCCCN1C(=O)C(=O)N(CC(=O)Nc2sc(C)c(C)c2C(=O)OC)C1=O | -4.1
O=C(Nc1nncs1)c1cc(-c2ccco2)nc2ccccc12 | 2.0
O=C(CCc1ccc(S(=O)(=O)N2CCOCC2)cc1)Nc1ccc(F)cc1[N+](=O)[O-] | -6.8
c1ccc(NC2=NCCN2CC2CCCCC2)cc1 | -2.6
C=CCN(c1ccccc1OC)S(=O)(=O)c1cccc(C(=O)NC2=NCCS2)c1 | -0.9
CC(=O)c1c(C)[nH]c(C(=O)CN2CCN(S(=O)(=O)c3ccccc3)CC2)c1C | -1.6
COc1ccc(N2CCN(C(=O)COC(=O)c3oc4ccccc4c3C)CC2)cc1 | 0.1
O=C(COC(=O)CNC(=O)c1ccc([N+](=O)[O-])o1)Nc1ncc(C(F)(F)F)cc1Cl | -1.4
COc1ccc(/C=C/C(=O)OCC(=O)NCCc2ccccc2)c(OC)c1 | -1.5
C[C@H](NC(=O)c1ccco1)C(=O)NNC(=O)c1ccc(F)cc1 | -3.2
O=C(NCC1(N2CCOCC2)CCCCC1)c1cccc(S(=O)(=O)Nc2ccc(F)cc2)c1 | -1.1
N#Cc1cccc(NC(=O)COC(=O)Cn2nc(-c3ccccc3)oc2=O)c1 | 6.3
O=C(COC(=O)CSc1ccc(Cl)cc1)Nc1ccc2[nH]c(=O)[nH]c2c1 | 0.0
COc1ccc(NC(=O)CC(C)c2ccccc2)cc1S(=O)(=O)N1CCOCC1 (stereo not given) | -1.2
Cc1cc(C)c(NC(=O)CN(C)C(=O)CNC(=O)c2cccs2)c(C)c1 | -1.3
CN(CC(=O)Nc1ccccc1C(=O)NC1CC1)Cc1ccc(N(C)C)cc1 | 2.0
COc1ccc(CC(=O)OCC(=O)c2c[nH]c3ccccc23)cc1 | -0.5
Cc1nnc(SCC(=O)N(CC(C)C)C2CCS(=O)(=O)C2)s1 (stereo not given) | 4.5
COc1cccc(CC(=O)Nc2cc(S(=O)(=O)N3CCOCC3)ccc2N2CCN(C)CC2)c1 | -3.3
O=C(Nc1ccccc1N1CCOCC1)c1ccc(Cl)c(S(=O)(=O)N2CCCC2)c1 | 1.8
Cc1cc(C)c(NC(=O)COC(=O)c2c(C)noc2C)c(Cl)c1 | 1.5
COc1ccc(Cl)cc1NC(=O)CN(C)CC(=O)Nc1c(C)n(C)n(-c2ccccc2)c1=O | -4.9
(list continues)
SMILES | GSK3A inh
CCOc1ccc(OCCC(=O)NNC(=O)c2ccncc2)cc1 | -6.7
CCN(CC(=O)Nc1ccc(NC(C)=O)cc1)C(=O)c1ccccc1Sc1ccccc1C#N | 2.1
COc1ccc(OCCC(=O)OCC(=O)NC2CCCCC2)cc1 | -0.2
O=C(COC(=O)/C=C/c1ccc(F)cc1)NC1CC1 | -1.1
CCOc1ccc(S(=O)(=O)/N=C(/Nc2ccc(C)c(S(=O)(=O)N3CCOCC3)c2)c2ccccc2)cc1 | -1.5
O=C1COc2ccc(C(=O)COC(=O)c3ccccc3F)cc2N1 | -0.4
Cc1ccc(SCCC(=O)N2CCN(S(=O)(=O)c3ccccc3)CC2)cc1 | 4.2
CC1CCCC(C)N1C(=O)COC(=O)c1ccc2ccccc2n1 (stereo not given) | -0.1
COc1ccc(CNC(=O)COC(=O)c2ccc(Br)c(S(=O)(=O)N3CCOCC3)c2)cc1 | 0.9

Reprinted from above for reference:
SMILES | GSK3A inh
Cc1nnc(SCC(=O)N(CC(C)C)C2CCS(=O)(=O)C2)s1 (stereo not given) | 4.5
COc1cccc(CC(=O)Nc2cc(S(=O)(=O)N3CCOCC3)ccc2N2CCN(C)CC2)c1 | -3.3
O=C(Nc1ccccc1N1CCOCC1)c1ccc(Cl)c(S(=O)(=O)N2CCCC2)c1 | 1.8
Cc1cc(C)c(NC(=O)COC(=O)c2c(C)noc2C)c(Cl)c1 | 1.5
COc1ccc(Cl)cc1NC(=O)CN(C)CC(=O)Nc1c(C)n(C)n(-c2ccccc2)c1=O | -4.9
CCOc1ccc(OCCC(=O)NNC(=O)c2ccncc2)cc1 | -6.7
CCN(CC(=O)Nc1ccc(NC(C)=O)cc1)C(=O)c1ccccc1Sc1ccccc1C#N | 2.1
COc1ccc(OCCC(=O)OCC(=O)NC2CCCCC2)cc1 | -0.2
O=C(COC(=O)/C=C/c1ccc(F)cc1)NC1CC1 | -1.1
CCOc1ccc(S(=O)(=O)/N=C(/Nc2ccc(C)c(S(=O)(=O)N3CCOCC3)c2)c2ccccc2)cc1 | -1.5
O=C1COc2ccc(C(=O)COC(=O)c3ccccc3F)cc2N1 | -0.4
Cc1ccc(SCCC(=O)N2CCN(S(=O)(=O)c3ccccc3)CC2)cc1 | 4.2
CC1CCCC(C)N1C(=O)COC(=O)c1ccc2ccccc2n1 (stereo not given) | -0.1
COc1ccc(CNC(=O)COC(=O)c2ccc(Br)c(S(=O)(=O)N3CCOCC3)c2)cc1 | 0.9

These rows are one share of the data; the hit share may differ from the screen's.
